# TLR4-MyD88 BLA – TLR4-MyD88 interaction inhibition in cells; HeLa CL3-4 TLR4/MyD88 BLA complementation, FRET ratio; inhibition, % at 8.4 µM; O00206+Q99836; 200,000 compounds, 0.18% hits; in the data active means inhibition above about 25%;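 further: 0% = vehicle and 100% = reference inhibitor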
# Target sequence (O00206 whole entry, looked up): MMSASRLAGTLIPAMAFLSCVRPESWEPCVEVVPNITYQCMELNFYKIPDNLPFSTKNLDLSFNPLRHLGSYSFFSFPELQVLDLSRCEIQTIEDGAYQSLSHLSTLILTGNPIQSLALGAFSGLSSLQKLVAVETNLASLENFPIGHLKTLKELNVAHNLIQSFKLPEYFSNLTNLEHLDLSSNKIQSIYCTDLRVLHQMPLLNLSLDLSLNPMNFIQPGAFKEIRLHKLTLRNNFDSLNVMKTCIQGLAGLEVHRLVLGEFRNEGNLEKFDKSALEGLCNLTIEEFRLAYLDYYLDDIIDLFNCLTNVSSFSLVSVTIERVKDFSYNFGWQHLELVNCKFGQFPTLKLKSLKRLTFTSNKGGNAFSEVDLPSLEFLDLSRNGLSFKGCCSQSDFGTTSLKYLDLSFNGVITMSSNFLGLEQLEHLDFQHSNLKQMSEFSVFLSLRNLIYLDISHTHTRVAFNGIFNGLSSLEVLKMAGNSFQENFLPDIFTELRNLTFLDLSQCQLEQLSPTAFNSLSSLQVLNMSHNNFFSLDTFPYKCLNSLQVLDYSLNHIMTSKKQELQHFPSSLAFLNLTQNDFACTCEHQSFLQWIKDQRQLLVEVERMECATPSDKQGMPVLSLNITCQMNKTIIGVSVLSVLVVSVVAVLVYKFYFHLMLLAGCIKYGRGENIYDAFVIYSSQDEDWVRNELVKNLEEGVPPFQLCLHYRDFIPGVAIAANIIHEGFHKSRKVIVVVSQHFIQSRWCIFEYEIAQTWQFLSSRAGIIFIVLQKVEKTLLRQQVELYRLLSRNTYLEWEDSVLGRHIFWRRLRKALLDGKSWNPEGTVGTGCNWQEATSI
# Target sequence (Q99836 whole entry, looked up): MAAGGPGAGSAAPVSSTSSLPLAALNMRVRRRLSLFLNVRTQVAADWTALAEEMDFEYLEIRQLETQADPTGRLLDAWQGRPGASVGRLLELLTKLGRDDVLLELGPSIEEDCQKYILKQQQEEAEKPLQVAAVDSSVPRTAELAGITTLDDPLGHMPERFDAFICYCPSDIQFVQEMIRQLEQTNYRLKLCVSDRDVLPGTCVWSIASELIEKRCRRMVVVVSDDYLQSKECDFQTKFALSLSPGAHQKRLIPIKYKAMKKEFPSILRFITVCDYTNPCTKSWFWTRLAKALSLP
# Hsp70 activator – Hsp70 transcriptional activation, primary screen; activation, % at 10 µM; AID 1203; HeLa Hsp70 promoter luciferase reporter, luminescence; scaled: vehicle 0, proteasome-inhibitor control 100%; 200,000 compounds, 0.04% hits;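 active means activation above the mean across all tested compounds plus 3 SD, cutoff set per campaign, cut at about 5.5% in these data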;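 further: 100% = MG132 at 30 µM as the positive control and 0% = DMSO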
# STAT3 activator – STAT3 signaling activation. activation (% of control), % at 5.6 µM. AID 871. 190,000 compounds, 0.91% hits. U3A cells, IL-6 STAT3-luciferase reporter, luminescence; 100% = signal with IL-6 EC80 alone;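 active means activation above the screen-wide mean of compound activation plus 3 SD, cut at about 130% in these data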;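 further: 0% = background luminescence of wells with medium and substrate only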
#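 Material: STAT1-lacking human U3A cells, STAT3 luciferase reporter | Benchmarks: IL-6-only wells as 100% reference | Probe or stimulus: IL-6 (33 ng/mL) | Timing: Compound 1 h, then IL-6 6 h at 37 °C | Detection: Luminescence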
# Redox H2O2 prof – compounds producing H2O2 with reducing agent – biochemical, NIH compound library profiling, artefact control for MLSCN library redox annotation, primary screen. DTT-dependent redox cycling H2O2, phenol red/HRP absorbance; 100% = 100 µM peroxide control, 0% = buffer. AID 878. 200,000 compounds, 0.03% hits. activation, % at 10 µM;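 active means activation of at least 50% relative to the plate's high and low controls in the primary single-dose screen; inactive means activation below 50%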;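 further: compound incubated with DTT at 0.8 mM final as the reducing agent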
# STAT1 activator – increases IFN-gamma driven STAT1 reporter signal. NIH 3T3 STAT1-luciferase reporter, luminescence; 100% = IFN-gamma alone, no compound. activation (% of control), % at 5.5 µM. 200,000 compounds, 2.6% hits. AID 932;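 active means activation above the screen-wide mean activation plus 3 SD, cut at about 130% in these data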;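 further: raw ratio to IFN-gamma control signal so 100% means no change and 0% no light; values of inactives mirror those of a sister screen read the other way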
# APP 5'UTR act – APP 5'UTR luciferase reporter activation | SH-SY5Y APP 5'UTR luciferase reporter, luminescence; zero percent = DMSO vehicle wells | activation, % at 2 µM | 190,000 compounds, 1% hits | AID 1276;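 active means activation above a set limit, based on mean plus 3 SD of controls, cut at about 140% in these data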; further: values of inactives mirror those of a sister screen read the other way
# STAT1 blocker – reduces IFN-gamma driven STAT1 reporter signal | NIH 3T3 STAT1-luciferase reporter, luminescence | AID 920 | inhibition, % at 5.5 µM | 200,000 compounds, 0.35% hits;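 active means inhibition above a set limit, the mean inhibition across all tested compounds plus 3 SD, cut at about 34% in these data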;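 further: 0% = IFN-gamma with DMSO and 100% = IFN-gamma with 300 µM nifuroxazide; values of inactives mirror those of a sister screen read the other way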
# Efa HMGR inh – E. faecalis class II HMG-CoA reductase inhibition. 190,000 compounds, 0.41% hits. inhibition, % at 10 µM. purified E. faecalis HMGR, NADPH absorbance 340 nm kinetic;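 active means inhibition above a set limit, the median over all tested compounds plus 3 SD, cut at about 9.5% in these data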;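 further: enzyme runs in reverse so mevalonate oxidation gives rising NADPH absorbance; 0% = complete reaction with DMSO and 100% = background rate lacking mevalonate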
# STAT3 blocker – STAT3 signaling inhibition; U3A cells, IL-6 STAT3-luciferase reporter, luminescence; host cell line lacks STAT1; inhibition, % at 5.5 µM; 190,000 compounds, 0.89% hits; AID 862;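 active means inhibition above the mean inhibition across all screened compounds plus 3 SD, cut at about 44% in these data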;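 further: 0% = DMSO only wells and 100% = 100 µM nifuroxazide control wells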
# NF-kB expr up – raises NF-kB expression in human neuronal cells; NF-kB reporter expression; hits give high values; fold change at 12.5 µM; 190,000 compounds, 1.6% hits; AID 1239; in the data active means fold change above about 3.3
# Numbers without * were called inactive; . = not tested or not shown. Rows were taken by chance; about 5.6% have a hit in one of these screens.
SMILES,TLR4-MyD88 BLA,Hsp70 activator,STAT3 activator,Redox H2O2 prof,STAT1 activator,APP 5'UTR act,STAT1 blocker,Efa HMGR inh,STAT3 blocker,NF-kB expr up
O=C(COc1ccccc1)Nc1ccc(OC(F)(F)C(F)F)c(NC(=O)COc2ccccc2)c1,10,-0.4,111,0.5,105,.,-5,0,-15,1.3
CCCCSc1nc(CCC)cc(=O)[nH]1,-10,-0.3,107,-0.2,103,2,1,2,-8,1.1
Cc1cc(C)n(CC(=O)c2ccc(Br)cc2)c(=O)c1C#N,-9,0.0,99,-17,99,17,1,-3,8,0.81
Cc1ccccc1OCC(=O)Nc1ccc(Cc2ccncc2)cc1,10,0.5,86,-0.5,101,-10,-1,-3,17,1.1
CN(C)c1ccc(CN(C(=O)C2COc3ccccc3O2)C2CCS(=O)(=O)C2)cc1 (configuration not stated),-9,-0.1,96,0.1,105,2,-6,1,9,1
CCOC(=O)C(=Nc1ccc(Cl)cc1)NO,-8,-0.1,97,0.2,100,4,0,0,4,1.1
O=C(O)C1OC(Oc2cc3oc(-c4ccccc4)cc(=O)c3c(O)c2O)C(O)C(O)C1O (configuration not stated),-6,.,103,0.5,102,-6,-3,-5,-6,2.3
O=S(=O)(c1cccc2cccnc12)N1CCN(c2ccccc2)CC1,10,0.0,104,0.0,99,-9,1,1,0,0.73
CCOc1ccc(NC(=O)COC(=O)c2ncc(Cl)c(Cl)c2Cl)cc1,-14,-0.2,92,-0.6,100,3,0,1,7,1.3
O=C(O)c1ccc(NS(=O)(=O)c2ccc(Cl)cc2)cc1,11,-0.1,102,0.1,98,16,4,-3,2,0.83
CCOc1ccc(Nc2c3c(nc4ncnn24)CC(C)CC3)cc1 (configuration not stated),7,-0.6,92,-0.4,102,8,-2,-2,13,1.1
CCCn1c(CN(Cc2ccccc2)Cc2ccccc2)nc2c1c(=O)n(C)c(=O)n2C,-2,-0.3,102,-0.3,100,10,0,-10,-2,0.58
CC(CCN(C)C)OC(=O)c1ccc(C(C)c2ccccc2)o1 (configuration not stated),-11,0.1,106,1.7,102,-4,-2,-6,-4,1
Cc1ccc(C)c(NC(=O)c2ccc(S(=O)(=O)C(F)F)cc2)c1,4,-0.5,94,0.5,97,-8,4,-1,9,1.2
Cc1ccccc1NC(=O)Cn1cnc2c(oc3ccccc32)c1=O,-3,0.1,98,-1.0,92,-2,8,-1,8,1.3
O=C(COC(=O)CC1CC2CCC1C2)NC(=O)NC1CCCC1 (configuration not stated),0,0.2,101,-0.6,101,-10,-3,4,3,1.2
O=C(OCc1ccc(F)cc1Cl)c1ccccn1,-2,-0.3,105,1.1,100,-5,0,2,-4,0.99
COc1ccc(-n2cnc3cc(N)ccc32)cc1,-1,-0.1,116,1.5,122,0,-24,-6,-16,1.1
O=C(N/N=C/c1ccc[nH]1)c1sc2ccccc2c1Cl,-8,0.2,117,-4.3,120,21,-22,6,-12,1.6
Cc1cc(=O)[nH]c2c(C)c(N)ccc12,-10,-0.2,94,2.3,94,2,7,4,11,1.1

# An excerpt of these results, with tabs:
smiles	TLR4-MyD88 BLA	Hsp70 activator	STAT3 activator	Redox H2O2 prof	STAT1 activator	APP 5'UTR act	STAT1 blocker	Efa HMGR inh	STAT3 blocker	NF-kB expr up
CCOc1ccc(NC(=O)COC(=O)c2ncc(Cl)c(Cl)c2Cl)cc1	-14	-0.2	92	-0.6	100	3	0	1	7	1.3
O=C(O)c1ccc(NS(=O)(=O)c2ccc(Cl)cc2)cc1	11	-0.1	102	0.1	98	16	4	-3	2	0.83

# (listing goes on)
SMILES,TLR4-MyD88 BLA,Hsp70 activator,STAT3 activator,Redox H2O2 prof,STAT1 activator,APP 5'UTR act,STAT1 blocker,Efa HMGR inh,STAT3 blocker,NF-kB expr up
Cc1ccc(CN/C=C/C(=O)c2ccc(Br)cc2)cc1,-9,-0.2,104,1.9,108,1,-9,-4,-1,1.3
CCc1cc[n+](-c2nc3ccccc3nc2[N-]S(=O)(=O)c2ccc(Br)s2)cc1,-1,-0.3,103,0.4,104,6,-5,4,0,0.84
COc1ccc(C(=O)Nc2ccc(N3CCN(c4ccc(OC)cc4)CC3)c(C#N)c2)cc1,9,-0.2,103,-2.0,101,3,1,-3,3,1.1
CCOc1cc(C2C(C#N)=C(N)OC(C)=C2C(C)=O)c(Br)c(Br)c1OC(C)C (configuration not stated),1,-0.1,88,-0.6,99,.,2,3,17,1.2
COc1cccc(-n2c(C)nn(CCOc3ccccc3)c2=O)c1,0,-0.4,103,0.0,120,2,-25,1,2,1.3
COc1ccc(NC(=O)c2c(C(F)(F)F)nn(C)c2SCc2ccccc2Cl)cc1,-1,-0.1,106,1.3,95,.,5,1,-1,1
COc1ccc2c(=O)c3c(=O)n(Cc4ccco4)c(-c4ccco4)nc3oc2c1,-1,-0.2,88,0.3,102,-6,-2,-4,19,0.51
CCOC(=O)Cn1nc(C)c(NC(=O)c2ccc(Cl)c([N+](=O)[O-])c2)c1C,0,-0.4,98,0.3,91,4,9,-2,6,1.1
COC(=O)CC1Nc2ccccc2SC1=O (configuration not stated),12,-0.2,85,0.0,96,-7,5,-7,22,1.3
CC(=O)Nc1ccc(N2CCc3c(C)c(C#N)c4nc5ccccc5n4c32)cc1,0,-0.2,101,0.3,98,-36,2,3,-4,1.1
CCCCNCCOCCSc1ccc(Cl)cc1,11,-0.1,103,1.8,105,-7,-6,-8,8,1
COc1ccc(C(=O)C2CCCN(C(=O)c3ccccc3C(C)=O)C2)cc1F (configuration not stated),-7,0.6,94,0.7,107,5,-9,-5,17,1.1
CCN(CC)c1ccc(NC(=O)/C=C\c2ccccc2Cl)cc1,2,0.5,91,1.1,122,15,-30,-10,19,1.6
Cc1cc(NC(=O)Nc2ccccc2[N+](=O)[O-])no1,-5,0.0,100,-0.9,114,8,-18,-9,7,1.1
CCCCCc1nc2c(=O)n(C)c3ccccc3c2o1,-5,0.2,86,-0.5,110,15,-11,-1,22,2
CCCSc1nc2c(cnn2-c2ccccc2)c(=O)[nH]1,-6,-0.3,105,0.2,97,-5,1,0,-8,0.99
CC1CCN(S(=O)(=O)c2ccc3c(c2)oc(=O)n3CC(=O)N2c3ccccc3CC2C)CC1 (configuration not stated),-6,0.1,117,-0.2,99,-7,2,2,-11,1.3
Cc1cccc(C)c1OCCNC(=O)CCC(=O)c1ccccc1,1,-0.5,103,0.2,101,4,-1,-5,-8,1
Cc1ccc(S(=O)(=O)N2CCC(=O)N(CCOCc3ccc(F)cc3)CC2)cc1,-9,-0.1,107,0.0,105,-3,-5,-3,-11,0.86
C#CCOCCOCCOCCNc1nc(N2CCN(C(=O)[C@H](Cc3cc4ccccc4[nH]3)n3cc(C(N)CC(C)C)nn3)CC2)nc(N2CCN(C(=O)[C@H](CCC(=O)O)n3cc(C(N)[C@H](C)CC)nn3)CC2)n1 (some centres not stated),-12,-0.2,.,0.5,97,21,5,-4,.,1.2
CCn1cc(C2=NC(C(C)C)CO2)c2ccccc21 (configuration not stated),1,0.0,95,0.1,102,8,-2,-3,6,1.1
C/C(=C\c1ccccc1)C(=O)NCc1ccco1,9,0.3,100,-1.2,124,40,-28,-2,4,1.5
O=C(N/N=C/c1c[nH]c2ccccc12)c1ccn(Cc2ccc(Cl)cc2)n1,-5,-0.3,135*,5.9,93,0,7,2,-43,0.6
O=C1c2[nH]nc(-c3ccccc3O)c2C(c2ccccc2F)N1Cc1ccco1 (configuration not stated),-7,-0.3,102,-0.2,104,-1,-4,-3,5,0.87
Cc1sc2ncn(CC(=O)OCC(=O)NC(C)(C)C)c(=O)c2c1C,3,-0.5,103,1.9,108,-3,-9,0,2,1.1
C=C1c2ccc(C)cc2NC(=O)N1c1ccccc1,-5,0.1,115,0.9,94,0,6,0,-13,1
O=c1c2ccccc2n(Cc2ccccc2F)c(=O)n1Cc1ccccc1F,7,0.0,114,2.3,103,-13,-3,-2,-11,1.3
CN(C)S(=O)(=O)c1ccc(C(=O)OCC(=O)Nc2cccnc2Cl)cc1,-10,-0.1,99,0.0,96,4,2,0,11,0.86
COCCN1Cc2cccc(C(=O)NC(C)CCc3ccco3)c2C1=O (configuration not stated),-13,0.2,104,-0.3,91,-4,8,-4,-3,0.87
Cc1noc(C)c1COc1ccc(C(=O)NCCc2ccccn2)cc1,0,-0.2,92,-0.2,94,12,6,-1,12,1.2
Cc1ccc(S(=O)(=O)NC2=NCN(Cc3ccccc3)CN2)cc1,5,0.1,89,0.4,91,-8,10,-2,15,1
O=C(CCc1ccccc1)NNC(=O)c1ccccc1Br,-15,-0.3,98,-0.3,105,-4,-6,2,0,1.2
CCCCn1c(O)c(N=NC(=O)c2ccco2)c2ccccc21,-4,0.0,103,-0.5,108,-17,-8,-3,-6,0.6
COc1cc(/C=N/n2c(C)n[nH]c2=S)ccc1OCc1ccc(F)cc1,-6,-0.1,93,-0.8,129*,49,-33,-9,8,2
CCC(NC(=O)c1ccccc1O)c1ccccc1 (configuration not stated),-2,-0.1,92,2.1,97,0,4,-6,12,1.1
COC(=O)[C@H](CCSC)NC(=O)N1CCN(Cc2ccccc2)CC1,-1,0.1,108,-1.5,97,0,3,-7,-6,1.2
O=C(Nc1c2n(c(=S)n(-c3ccccc3)c1=O)CCCCC2)c1ccccc1,-10,-0.3,108,-0.4,108,-2,-10,1,-9,0.87

# Gathered by group, the compounds so far with an NH in an aromatic ring (8)
SMILES,TLR4-MyD88 BLA,Hsp70 activator,STAT3 activator,Redox H2O2 prof,STAT1 activator,APP 5'UTR act,STAT1 blocker,Efa HMGR inh,STAT3 blocker,NF-kB expr up
CCCCSc1nc(CCC)cc(=O)[nH]1,-10,-0.3,107,-0.2,103,2,1,2,-8,1.1
O=C(N/N=C/c1ccc[nH]1)c1sc2ccccc2c1Cl,-8,0.2,117,-4.3,120,21,-22,6,-12,1.6
Cc1cc(=O)[nH]c2c(C)c(N)ccc12,-10,-0.2,94,2.3,94,2,7,4,11,1.1
CCCSc1nc2c(cnn2-c2ccccc2)c(=O)[nH]1,-6,-0.3,105,0.2,97,-5,1,0,-8,0.99
C#CCOCCOCCOCCNc1nc(N2CCN(C(=O)[C@H](Cc3cc4ccccc4[nH]3)n3cc(C(N)CC(C)C)nn3)CC2)nc(N2CCN(C(=O)[C@H](CCC(=O)O)n3cc(C(N)[C@H](C)CC)nn3)CC2)n1 (some centres not stated),-12,-0.2,.,0.5,97,21,5,-4,.,1.2
O=C(N/N=C/c1c[nH]c2ccccc12)c1ccn(Cc2ccc(Cl)cc2)n1,-5,-0.3,135*,5.9,93,0,7,2,-43,0.6
O=C1c2[nH]nc(-c3ccccc3O)c2C(c2ccccc2F)N1Cc1ccco1 (configuration not stated),-7,-0.3,102,-0.2,104,-1,-4,-3,5,0.87
COc1cc(/C=N/n2c(C)n[nH]c2=S)ccc1OCc1ccc(F)cc1,-6,-0.1,93,-0.8,129*,49,-33,-9,8,2

# High-throughput results: PubChem, several laboratories
